# Screens (PubChem BioAssay)
# IEC-6 cytotox: counter-screen for KLF5 inhibitors: cytotoxicity in IEC-6 cells; IEC-6 cytotoxicity, luminescence viability; inhibition, % at 5 µM; hit rate 0.78% among 290,000; in the data active = inhibition above about 22%;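 note: 0% = plate median of test compound wells and 100% = cytotoxic reference compound wells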
# aSyn UTR inh: MLPCN primary screen, SNCA 5' untranslated region; alpha-synuclein 5'UTR reporter, inhibitor activity; inhibition, % (tested at 7.5 µM); hit rate 0.82% among 300,000; AID 1813; in the data active = inhibition above about 60%; inconclusive = no clear call, values can overlap the other calls;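 note: H4 neuroglioblastoma cells stably carrying SNCA 5'UTR luciferase fusion; 0% = DMSO wells and 100% = positive control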
# HSF1 inh: HSF1 inhibition. NIH3T3-HGL HSE-luciferase, MG132-induced, luminescence 8 h; hits give low values. activity change, negative = inhibition, % at 7.5 µM (by protocol). hit rate 0.77% among 300,000;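 active = more than half of replicate wells show activity change below -50%, luminescence cut by over half; inconclusive = some wells, but at most half, below -50%; inactive = no replicate well below -50%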;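 note: luciferase reports HSF-1 transcriptional activity via heat shock element; 0% = median of DMSO wells and -100% = zero luminescence signal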
# DYRK1A inh: blocks rat Dyrk1A kinase activity. Q63470. ADP-Glo luminescence, NFATc1 peptide. inhibition, % at 12.5 µM. hit rate 0.43% among 310,000; in the data active = inhibition above about 50%;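 note: plate controls were vehicle with enzyme for no effect and no enzyme for full effect; many of its hits are not listed in these tables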
# HSP90 inh: blocks HSP90-mediated luciferase refolding in reticulocyte lysate | Rabbit reticulocyte lysate, luciferase refolding luminescence, 3 h | inhibition, % at 5.6 µM | hit rate 0.91% among 290,000 | AID 1789;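 active = inhibition above the screen-wide mean plus 3 SD, computed separately per campaign, cut at about 16% in these data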;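 note: 0% = DMSO wells and 100% = 60 µM geldanamycin wells; inhibitors lower the luminescence because luciferase stays unfolded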
# KLF5 inhibitor: kruppel-like factor 5 inhibition. DLD-1 KLF5 promoter-luciferase reporter, luminescence. inhibition, % at 5 µM. hit rate 0.23% among 290,000;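 active = inhibition above a per-plate limit of that plate's mean compound inhibition plus 3 SD, cut at about 60% in these data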;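 note: 0% = DMSO wells and 100% = LY294002 at 200 µM; higher means less KLF5 promoter-driven luciferase light; inactives centre near -14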
# GSK3 alpha inh: inhibitors of human GSK-3 alpha kinase; AID 2650; inhibition, % at 10 µM; P49840; ADP-Glo luminescence, 60 min; hit rate 0.1% among 320,000;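 in the data active = inhibition above about 50%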;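 note: GST-tagged GSK-3 alpha with peptide substrate and 25 µM ATP; 0% = DMSO neutral wells and 100% = GW8510 positive control wells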
# Target sequence (P49840 whole entry, looked up): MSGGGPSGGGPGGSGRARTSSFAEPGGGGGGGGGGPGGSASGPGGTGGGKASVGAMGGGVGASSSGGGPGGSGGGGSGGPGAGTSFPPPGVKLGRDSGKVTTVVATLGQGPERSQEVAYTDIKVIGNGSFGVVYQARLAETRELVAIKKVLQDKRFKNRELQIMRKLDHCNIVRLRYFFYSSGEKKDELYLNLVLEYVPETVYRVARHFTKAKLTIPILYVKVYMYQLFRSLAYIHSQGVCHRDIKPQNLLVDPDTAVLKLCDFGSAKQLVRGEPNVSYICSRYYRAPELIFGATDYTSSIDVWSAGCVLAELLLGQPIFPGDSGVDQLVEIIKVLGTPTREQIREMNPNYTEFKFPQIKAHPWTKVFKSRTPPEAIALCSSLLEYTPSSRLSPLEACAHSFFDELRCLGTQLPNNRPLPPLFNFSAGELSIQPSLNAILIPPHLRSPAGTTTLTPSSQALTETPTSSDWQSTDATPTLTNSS
# HSF1 activator: increases HSF-1 driven luciferase reporter signal. NIH3T3-HGL HSF-1 luciferase reporter, MG132, 8 h; 100% = twice DMSO control signal. activation, % at 9 µM. hit rate 1.7% among 300,000;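 active = mean replicate activation of at least 50% with a set share of replicates each reaching 50%; inconclusive = only one of those two conditions met; inactive = mean below 50% and too few replicates reaching it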;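 note: 0% = median of the neutral control wells and 100% = twice that signal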
# GSK3beta inhib: blocks human GSK3beta kinase activity; activity score (negative = inhibition), % at 10 µM; hit rate 0.038% among 300,000; P49841; AID 2097; GST-GSK3beta kinase, ADP-Glo luminescence, 60 min; hits give low values;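 active = more than half of replicate wells score below -50%, meaning over 50% inhibition versus plate controls; inconclusive = some replicates but at most half score below -50%; inactive = no replicate scores below -50%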;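 note: 0% = median DMSO wells and -100% = median GW8510 positive control wells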
# Target sequence (P49841 whole entry, looked up): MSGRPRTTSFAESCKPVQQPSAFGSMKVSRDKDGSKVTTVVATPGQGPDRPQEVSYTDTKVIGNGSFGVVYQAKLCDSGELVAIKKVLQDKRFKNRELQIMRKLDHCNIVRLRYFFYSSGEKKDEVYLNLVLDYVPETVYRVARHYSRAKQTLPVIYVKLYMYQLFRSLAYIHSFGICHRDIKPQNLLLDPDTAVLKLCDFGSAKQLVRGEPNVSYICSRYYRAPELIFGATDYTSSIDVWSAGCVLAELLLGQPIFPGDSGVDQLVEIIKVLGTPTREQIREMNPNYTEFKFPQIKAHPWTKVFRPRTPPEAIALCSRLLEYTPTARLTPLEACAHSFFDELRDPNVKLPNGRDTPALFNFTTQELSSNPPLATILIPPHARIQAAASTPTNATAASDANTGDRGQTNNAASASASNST
#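 Assay system: GST-tagged human GSK3beta kinase, cell-free; Input: 1.6 ng GSK3beta; Medium: Tris/MgCl2 kinase buffer; Timing: 60 min enzyme reaction, room temperature; Signal: ADP-Glo luminescence quantifying ADP generated by kinase; Evaluation: score relative to plate controls; Benchmarks: DMSO neutral wells and GW8510 at 20 µM as positive.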
# Platelet DG rel: platelet dense granule release activity; inhibition, %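 (compounds screened at 7.5 µM in platelet-rich plasma)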; AID 1663; human platelet-rich plasma, SFLLRN dense granule ATP release, luminescence; hit rate 0.22% among 300,000;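 active = mean replicate score, as percent of positive control, at or above 50; inconclusive = mean below 50 but at least one replicate at or above 50; inactive = mean and every replicate below 50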
# * = called active by the depositor; ? = inconclusive; nt = not tested or not shown. These rows are one share of the data; rates above refer to the full screens.
SMILES,Platelet DG rel,aSyn UTR inh,IEC-6 cytotox,HSF1 activator,KLF5 inhibitor,HSF1 inh,HSP90 inh,DYRK1A inh,GSK3beta inhib,GSK3 alpha inh
COc1ccc(CCN2CC(C(=O)Nc3cccc(C(C)=O)c3)CC2=O)cc1OC (centres undefined),4,-7,-4,-1,-25,-5,0,0,1,2
CCOc1ccc(N=C(NC#N)SC)cc1,8,-4,-1,-4,-28,-10,-1,3,-1,0
CCCn1c(SC(C(=O)Nc2cccc(OC)c2)c2ccccc2)nc2ccccc2c1=O (centres undefined),8,3,2,13,5,12,1,-1,-21,0
COc1ccc(S(=O)(=O)N(CC(=O)NCC2CCCO2)Cc2ccccc2)cc1C (centres undefined),13,3,-5,13,-10,3,-3,-11,5,-3
COC(=O)CCC(NC(=O)c1cc(C)oc1C)C(=O)OC (centres undefined),9,-3,0,-6,-36,1,2,6,-1,-1
COC(=O)CNC(=O)C1Nc2ccccc2C2C=CCC12 (centres undefined),3,1,nt,-6,nt,-2,nt,6,-6,1
Cc1ccc(C(=O)OCC(=O)Nc2ccccc2Cl)c(O)c1,-12,-21,3,9,-21,-1,-1,-5,0,-1
O=C(CN1CCC(NC(=O)C2CCCCC2)CC1)NCc1ccco1,-2,15,8,2,-26,-3,-4,0,-3,-4
COc1ncccc1C(=O)N1CCC(n2nccc2NC(=O)CC(C)C)CC1,-12,-19,5,-10,21,-1,3,-5,-6,-6
COc1ccc(C(=O)N2CC(=O)Nc3ccccc32)cc1S(=O)(=O)N1CCCC1,1,-2,-4,4,3,-9,-1,-3,-2,0
CCCn1nnc(NC(=O)COc2cc(C)ccc2C(C)C)n1,-1,15,2,-3,-9,3,0,0,2,7
COc1ccc(C[C@H]2CN3C(=NC[C@@H]3Cc3ccccc3)N2CCNC(=O)c2ccc(C)c(Br)c2)cc1,0,7,6,26,-4,6,17*,-15,-9,10
C=CCN1C(=O)/C(=C\C(C)=C\c2ccccc2)SC1=S,1,-37,2,12,-19,2,-5,6,1,2
CCC1=Nc2cc(C(=O)NCCN3CCOCC3)ccc2Sc2ccccc21,2,3,-1,-4,-23,1,-5,-5,2,0
CCOc1ccccc1C(=O)NCC(=O)OCC(=O)NCCc1ccc(S(N)(=O)=O)cc1,-7,0,6,20,-1,-9,5,7,4,-2
COc1ccccc1OCCCCNCCO,-3,-11,3,-11,5,-1,1,-8,-7,0
COc1ccc(N2CCN(C(=O)Cn3c(=O)[nH]c4ccccc4c3=O)CC2)cc1,1,-18,-6,-14,9,-1,-2,nt,4,-2
Cc1ccc(CSc2nc3sc(C)c(C)c3c(=O)n2Cc2ccco2)cc1,5,-21,-10,43,-22,27,-2,6,-3,-5
COc1cccc(NC(=O)CNC(=O)c2ccc([N+](=O)[O-])cc2)c1,-4,-2,3,nt,-33,nt,2,-3,-2,-2
Cc1ccc(-n2nc(C)c(/C=N/n3c(C)n[nH]c3=S)c2Cl)cc1,-6,41,1,20,-6,1,2,nt,2,1
Cc1ccc(C(=O)Nc2ccc(N3CCOCC3)cc2N2CCOCC2)cc1,6,17,1,4,-24,-7,-1,11,1,-1
CC1CC(C)CN(CCCNC(=O)C2CCN(S(=O)(=O)N3CCCCC3)CC2)C1 (centres undefined),11,-4,8,31,-32,6,4,37,3,0
CCC(=O)Nc1nnc(SCC(=O)Nc2ccc3c(c2)OCO3)s1,-3,-20,3,-7,-15,3,8,-1,-3,-2
CC(Sc1ccccc1)C(=O)NNC(=O)c1ccncc1 (centres undefined),-7,4,nt,-1,nt,-17,nt,3,-5,1
CC(=O)c1ccc(N2CCN(C(=O)/C=C/c3ccc4ccccc4n3)CC2)cc1,2,-20,-10,21,-31,0,1,0,0,0
COc1cc(C2C(C#N)=C(N)OC3=C2C(=O)CC(C)(C)C3)c([N+](=O)[O-])cc1OC (centres undefined),-6,-18,0,-29,-1,-2,-1,3,-1,4
O=C(CN(C(=O)Cn1nnc(-c2ccc(F)cc2)n1)c1ccc(F)cc1)NC1CCCC1,-3,26,0,1,-1,9,1,-7,0,1
Cc1cc(C(=O)COC(=O)c2ccc3c(c2)OCO3)c(C)n1Cc1cccs1,-1,-65,3,-10,-8,1,8,4,1,1
CCOc1ccc(NC(=O)c2cccc(NC3=NC4CS(=O)(=O)CC4S3)c2)cc1 (centres undefined),-3,-11,0,-13,-14,-4,0,4,0,1
Cc1cc(C(=O)CSc2n[nH]c(N)n2)c(C)n1-c1cc(F)ccc1F,1,-55,-4,29,-19,8,-1,4,-1,2
CCc1ccc(/C=C/c2c[nH]c3ccccc23)[n+](CC)c1,-2,10,-3,4,-9,-7,-2,1,-12,1
CCOC(=O)C1=c2s/c(=C\c3ccncc3)c(=O)n2C(N)=C(C(=O)OC)C1c1ccncc1 (centres undefined),5,5,5,2,-7,3,-2,-2,6,1
CCCn1c2ccccc2c2cnn(CC(=O)NCCCOC)c(=O)c21,5,-3,-4,-6,-22,-3,-1,-2,-3,-3
Cc1ccc(Oc2cnn(-c3ccccc3)c(=O)c2Br)cc1,6,-78,2,7,-44,16,-3,nt,-3,0
Cc1csc(NC(=O)C2CCN(C(=O)c3ccccc3C)CC2)n1,1,12,3,-4,1,-9,1,14,1,-2
CCN(CC)S(=O)(=O)c1cccc(NC(=O)COC(=O)c2cccs2)c1,-3,-11,0,3,0,-7,-1,-2,1,nt
COc1ccc2c(c1[N+](=O)[O-])CCC/C2=N/OC(=O)c1ccccc1SC,13,-1,-4,8,-26,-4,-4,4,-4,-4
Cc1cccc(C(=O)N/N=C/c2ccncc2)c1,4,-8,6,16,1,0,0,5,-2,0
CN1C(=S)SC(N(O)C(=O)Nc2ccccc2)C1(C)C (centres undefined),7,7,-3,6,-33,-7,0,9,0,0
Cc1ccc(C2CC2/C(=N/O)c2ccc(F)cc2)cc1 (centres undefined),7,-17,2,-5,-34,-9,-5,-2,-1,1
CC(C(=O)NC(=O)NC1CCCCC1)N1CCN(C(c2ccccc2)c2ccccc2)CC1 (centres undefined),-5,-6,-1,11,-30,1,2,3,1,-2
N#CNC(=Nc1ccc(F)cc1)SCc1ccccc1,-1,8,0,4,-1,-7,1,1,2,0
Cn1nc(C(=O)OCC(=O)Nc2sccc2C(N)=O)c2ccccc2c1=O,?,3,-4,7,-28,-4,-5,-4,-1,1
CC(C)(C)c1ccc(Cn2ccc(-c3ccc4c(c3)OCO4)n2)cc1,-5,-14,-1,25,-12,18,-3,nt,2,-2
Cn1c(=O)[nH]c(=O)c2c1nc(N1CCOCC1)n2CCN1CCOCC1,-4,11,2,44,-11,13,0,7,1,-2
CC(C)[C@H](NC(=O)c1ccco1)C(=O)OCC(=O)N1CCc2ccccc21,1,-17,-4,23,6,2,7,8,1,-2
N/C(=N\OC(=O)c1ccc2c(c1)OCO2)c1cccc([N+](=O)[O-])c1,8,-133,-7,59*,-7,50,-5,5,1,0
Cc1ccc2c(c1)N(CC(=O)NCCc1ccc(Cl)cc1)C(=O)c1cccnc1O2,2,8,8,6,-17,0,-1,11,0,-3
Cc1nnc(SCCn2c(N3CCC(C)CC3)nc3c2c(=O)[nH]c(=O)n3C)s1,-4,11,6,0,0,-5,3,-2,-4,-1
Cc1ccccc1NC(=O)c1onc2c1CCCC2,9,-131,1,43,-122,17,-1,10,0,0
C/C(=N\Nc1cc(-c2ccccc2)nc(-c2ccccc2)n1)c1ccc(O)c(C)c1,8,-4,4,-35,-4,-7,-1,-3,6,0
O=c1[nH]c(SCc2ccc(F)cc2Cl)nc2ccccc12,-6,-21,-4,33,-27,28,0,0,-4,-1
O=C(CNC1CCCCCC1)Nc1ccc(S(=O)(=O)NC2CC2)cc1,-12,-20,1,14,-4,2,6,-6,1,-1
Cc1cccc(NC(=O)c2ccc3c(c2)C(=O)N(c2ccccc2C)C3=O)n1,5,-22,nt,1,nt,-3,nt,18,-7,5
CN1CCCCc2c1nc1c(c2N)CCCC1,8,-13,-9,-6,15,-1,-3,-5,-4,-1
Cn1nc(Oc2ncc(C(F)(F)F)cc2Cl)cc1C(F)(F)F,9,-43,6,-10,8,0,5,-5,1,2
O=[N+]([O-])c1ccc(N/N=C/c2cn(-c3ccccc3)nc2-c2ccccc2)cc1,7,-71,7,64*,-16,29,2,-8,0,nt
CC(=O)N(CN1C(=O)C2CC=CCC2C1=O)c1cccc(Cl)c1 (centres undefined),-33,24,1,8,-28,-1,-3,16,1,-3
COc1ccc(CCNC(=O)C(=O)NCc2ccccc2C)cc1OC,-6,12,4,-43,-21,-27,1,1,0,-1
c1ccc(-c2csc(-c3cccnc3)n2)cc1,-4,-78,5,13,-12,16,0,nt,0,-4

# (further entries)
SMILES,Platelet DG rel,aSyn UTR inh,IEC-6 cytotox,HSF1 activator,KLF5 inhibitor,HSF1 inh,HSP90 inh,DYRK1A inh,GSK3beta inhib,GSK3 alpha inh
COc1ccc(-c2nn(CCC#N)cc2C=C(C#N)C#N)cc1,6,-18,-6,-2,-16,-5,1,-5,-2,-1
O=C(CC(=O)N/N=C/c1ccc(F)cc1)N/N=C/c1ccc(F)cc1,6,3,1,17,-41,1,0,nt,-9,0
CCOC(=O)C(/C(C)=N/NC(=O)C1CC1c1ccccc1)C(C)C (centres undefined),-5,29,-2,17,-19,10,-7,4,-2,-4
O=c1c(Sc2ccccc2)c(C(F)(F)F)[nH]n1-c1ccccc1,-8,-2,3,21,-28,3,-8,-8,2,-5
Cc1ccc(Cn2nnc(C(=O)Nc3cccc(C)c3C)c2N)cc1,7,-10,1,6,-26,0,-1,-7,4,-3
Cc1cc(-c2nnc(SCC(=O)Nc3ccc(C)c(C)c3)n2N)n[nH]1,-28,-3,-9,-11,-34,-8,-6,-2,4,0
COc1ccc(C(=O)CSc2nc(C(C)(C)C)nc3ccccc23)cc1,0,3,4,12,16,4,6,nt,3,-3
Cc1cc(C)c[n+](C(C)C(=O)c2ccc(Cl)cc2)c1 (centres undefined),-3,-2,-3,-18,-16,-5,-5,0,1,-3
CCOC(=O)C1CCN(C(=O)CC(NS(=O)(=O)c2ccc(OC)cc2)C(C)C)CC1 (centres undefined),-14,-7,-2,14,-8,-3,-2,-1,-1,0
Cc1cc(C)cc(NC(=O)Oc2ccccc2N2CCCCC2)c1,-9,3,5,11,-7,10,2,-4,-1,-4
COc1cc(NC(=O)c2cc([N+](=O)[O-])ccc2NC(=O)CNC2CCCCC2C)cc(OC)c1 (centres undefined),-5,31,-2,?,16,15,5,-4,-2,1
COc1cc(C2C3C(=O)N(c4ccccc4)C(=O)C3ON2c2ccccc2)ccc1O (centres undefined),6,1,4,7,0,8,11,-1,0,-2
